High-throughput results: PubChem BioAssay, National Center for Advancing Translational Sciences (NCATS)
TSHR antagonist: blocks TSH signaling through the human TSH receptor; AID 504810; 330,000 compounds, 0.2% hits; activity change, negative = inhibition, % at 11.5 µM; TSHR-expressing cells, TSH-stimulated cAMP HTRF, 2 h; stronger effect = lower value; P16473;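 active = activity change below a set negative limit, meaning inhibition stronger than a set level, cut at about -70% in these data; inconclusive = activity change between two set negative limits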; also: % is scaled to controls: 0 for no effect and ±100 for the full control effect
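Read-out is FRET at 665 nm (cryptate excitation 337 nm) from a cryptate-tagged anti-cAMP antibody, competed by cell cAMP against cAMP-d2. Compounds are tested on freshly harvested TSHR cells challenged with 4nM TSH (EC80) for 2 hours at 37 deg C.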
Eya2 inh: inhibitors of human Eya2 phosphatase activity. O00167. recombinant Eya2, OMFP fluorescence dephosphorylation (OMFP is methylfluorescein phosphate). Potency, µM (doses to about 76.9 µM), for inactives: top-dose activity, negative = inhibition, usual class: inhibitors. 330,000 compounds, 0.006% hits. AID 488837; also: potency is read from the fitted curve at half-maximal effect; % is scaled to controls: 0 for no effect and ±100 for the full control effect
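Eya2 (0.2 uM) preincubated 10 min at ambient with compound, then OMFP substrate added at 50 uM; 10 min reaction in 50 mM HEPES pH 7.5, 50 mM NaCl, 5 uM MgCl2, 0.05% BSA, 1 mM DTT. Fluorescence read at Ex 485/Em 525 nm.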
Mito fusion yeast: blocks mitochondrial division or promotes mitochondrial fusion; S. cerevisiae fusion-defective mutant growth rescue, CellTiterGlo 48 h; Potency, µM (highest dose often 46.1 µM), for inactives: at the top dose growth rescue (activation), usual class: activators; 320,000 compounds, 0.23% hits; AID 485298;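 also: potency is read from the fitted curve at half-maximal effect; % of control where 0% means no effect; nearly all actives have a fitted effect of over 45% in size; temperature-sensitive fusion mutants such as fzo1-1 at 37 °C on non-fermentable ethanol glycerol medium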
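Temperature-sensitive fusion-defective S. cerevisiae (e.g. fzo1-1, mgm1-5) were grown with compound in YPEG medium (3% ethanol, 3% glycerol) for 48 hours at 37C. Growth rescue was measured as viability by CellTiterGlo luminescence after 10 minutes at ambient.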
Chronic BCR inh: inhibitors of chronic active B-cell receptor signaling. 340,000 compounds, 0.05% hits. ABC-DLBCL IkBa-CBG/CBR reporter, luminescence ratio, 4 h. Potency, µM (series often up to 46.1 µM), for inactives: at the top dose ratio change, negative = lower green/red ratio, hits mostly inhibitors; active = well fitted inhibition curve with a large enough effect in the signal ratio, with a control signal flat, not every such curve was filed as active; inconclusive = small, poorly fitted or top-dose-only effect, or effect the other way, or a change in a side signal; the % refers to the signal ratio;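 also: potency is read from the fitted curve at half-maximal effect; plate controls were basal doxycycline-induced cells for no effect and cells given 10 µM MG132 for full effect; MG132 reads +100%, hits lower the ratio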
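TMD8 human ABC-DLBCL cells with doxycycline-inducible IκBα–green luciferase fusion and unfused red luciferase, in 0.5% FBS medium; compounds up to 46 uM, 4 h at 37C. Green/red luminescence ratio, filter-overlap corrected, fitted to concentration-response curves.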
USP2a inh: USP2a (human) protease inhibition; USP2 core, Ub-CHOP2 coupled fluorogenic reporter, 485/531; 330,000 compounds, 0.01% hits; Potency, µM (series often up to 38.3 µM), without a hit: at the highest dose activity change, negative = inhibition, usual class: inhibitors; AID 463254;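 also: potency is read from the fitted curve at half-maximal effect; plate controls were DMSO wells for no effect and full inhibition by NEM control for full effect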
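USP2 core (10nM final) preincubated 30min RT with compound in 20mM Tris-HCl pH 8.0, 2mM CaCl2, 2mM beta-mercaptoethanol, 0.05% CHAPS; 25nM Ub-CHOP2 plus 25nM reporter substrate added, fluorescence (Ex485/Em531) read after 60min.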
GALK inhibitor: blocks human galactokinase activity; 270,000 compounds, 0.007% hits; AID 1868; Potency, µM (top dose mostly 57.5 µM), for the others: at the top dose activity change, negative = inhibition, hits mostly inhibitors; Purified GALK, Kinase-Glo residual ATP luminescence; also: potency is read from the fitted curve at half-maximal effect; % is scaled to controls: 0 for no effect and ±100 for the full control effect
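Human GALK (5 nM) with 35 uM ATP and 100 uM galactose in 20 mM HEPES pH 8.0, 5 mM MgCl2, 60 mM NaCl, 1 mM DTT, 0.01% BSA. After 1 h at room temperature, leftover ATP was read by Kinase-Glo Plus luminescence.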
PKM2 act: increases activity of human pyruvate kinase M2 | P14618 | purified PKM2, Kinase-Glo ATP luminescence, activation; response scale: 0% is enzyme alone, no compound | Potency, µM (highest dose often 57.5 µM), without a hit: at the top dose activation, most hits filed as activators | 260,000 compounds, 0.34% hits; also: potency is read from the fitted curve at half-maximal effect; % is scaled to controls: 0 for no effect and ±100 for the full control effect; nearly all actives have a fitted effect of over 55% in size
Target sequence (P14618 whole entry, looked up): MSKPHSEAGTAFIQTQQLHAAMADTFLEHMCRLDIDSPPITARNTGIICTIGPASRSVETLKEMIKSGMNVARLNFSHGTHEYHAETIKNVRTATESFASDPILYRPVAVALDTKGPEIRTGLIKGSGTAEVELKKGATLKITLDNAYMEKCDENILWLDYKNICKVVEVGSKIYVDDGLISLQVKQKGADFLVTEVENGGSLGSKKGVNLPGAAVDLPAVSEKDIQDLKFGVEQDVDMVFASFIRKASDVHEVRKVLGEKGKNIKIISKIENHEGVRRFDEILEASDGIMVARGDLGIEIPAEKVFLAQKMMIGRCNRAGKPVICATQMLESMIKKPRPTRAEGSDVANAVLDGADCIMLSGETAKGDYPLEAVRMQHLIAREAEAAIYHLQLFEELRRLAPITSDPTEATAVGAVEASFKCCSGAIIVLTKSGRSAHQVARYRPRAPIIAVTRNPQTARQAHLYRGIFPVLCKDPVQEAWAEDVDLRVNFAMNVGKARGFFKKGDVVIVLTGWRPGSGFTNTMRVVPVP
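Purified hPK-M2 (>95% pure) converted ADP (0.1 mM final) to ATP with 0.5 mM PEP in 50 mM imidazole pH7.2, KCl, MgCl2, Tween 20, BSA; 1 h at room temperature. ATP detected by Kinase-Glo luminescence.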
hERG WT inh: blocks the wildtype human KCNH2 potassium channel; Q12809; U2OS, BacMam KCNH2, thallium flux FluxOr; stronger effect = lower value; activity change, % at 1.84 µM; 340,000 compounds, 0.37% hits; AID 720551;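 active = maximum activity change below -70%; inconclusive = maximum activity change between -70% and -50%; inactive = maximum activity change above -50%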; also: % is scaled to controls: 0 for no effect and ±100 for the full control effect
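U2OS cells were transduced with wild-type KCNH2 virus (2.03 x 10^8 / mL) for 4 h at room temperature, then cultured overnight at 37 C. Thallium flux was read with FluxOr dye. Rate constants were normalized to DMSO controls.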
MBNL1-CUG inh: inhibitors of human MBNL1 binding to CUG repeat RNA. Q9NR56. TR-FRET MBNL1-His/biotin-(CUG)12 binding, 665/545 ratio. Potency, µM (titrated, usually from 57.5 µM), without a hit: top-dose activity change, negative = inhibition, most hits filed as inhibitors. 280,000 compounds, 0.036% hits; active = well fitted inhibition curve with a large enough effect in the signal ratio, with a control signal flat, not every such curve was filed as active; inconclusive = small, poorly fitted or top-dose-only effect, or effect the other way, or a change in a side signal; inactive = no such curve, though single readings can be large or run the other way; the % refers to the signal ratio; also: potency is read from the fitted curve at half-maximal effect; % is scaled to controls: 0 for no effect and ±100 for the full control effect
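TR-FRET readout: Ex 340 nm, 665/545 nm emission ratio, normalized to buffer-only (basal) and MBNL1-(CUG)12 controls. Complex of MBNL1-His with Biotin-(CUG)12, compounds 92 nM–58 uM, incubated 60 min at room temperature.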
Menin MLL FP TR: inhibitors of human menin-MLL interaction, mutant MLL peptide; Menin + Texas Red MLL mutant peptide, fluorescence polarization; Potency, µM (doses to about 61.6 µM), without a hit: at the highest dose FP activity change, negative = inhibition, most hits filed as inhibitors; 270,000 compounds, 0.23% hits; active = well fitted inhibition curve with a large enough effect in the polarisation, with a control signal flat, not every such curve was filed as active; inconclusive = small, poorly fitted or top-dose-only effect, or effect the other way, or a change in a side signal; inactive = no such curve, though single readings can be large or run the other way; the % refers to the polarisation; also: potency is read from the fitted curve at half-maximal effect; % of control where 0% means no effect; many of its hits are not listed in these tables
S-ASM inh: inhibitors of human secretory acid sphingomyelinase; P17405; placental ASM, HMU-PC fluorogenic substrate, 60 min; 340,000 compounds, 0.006% hits; Potency, µM (highest dose often 57.5 µM), inactives show at the top dose activity change, negative = inhibition, most hits filed as inhibitors; also: potency is read from the fitted curve at half-maximal effect
Target sequence (P17405 47-631 limits assumed): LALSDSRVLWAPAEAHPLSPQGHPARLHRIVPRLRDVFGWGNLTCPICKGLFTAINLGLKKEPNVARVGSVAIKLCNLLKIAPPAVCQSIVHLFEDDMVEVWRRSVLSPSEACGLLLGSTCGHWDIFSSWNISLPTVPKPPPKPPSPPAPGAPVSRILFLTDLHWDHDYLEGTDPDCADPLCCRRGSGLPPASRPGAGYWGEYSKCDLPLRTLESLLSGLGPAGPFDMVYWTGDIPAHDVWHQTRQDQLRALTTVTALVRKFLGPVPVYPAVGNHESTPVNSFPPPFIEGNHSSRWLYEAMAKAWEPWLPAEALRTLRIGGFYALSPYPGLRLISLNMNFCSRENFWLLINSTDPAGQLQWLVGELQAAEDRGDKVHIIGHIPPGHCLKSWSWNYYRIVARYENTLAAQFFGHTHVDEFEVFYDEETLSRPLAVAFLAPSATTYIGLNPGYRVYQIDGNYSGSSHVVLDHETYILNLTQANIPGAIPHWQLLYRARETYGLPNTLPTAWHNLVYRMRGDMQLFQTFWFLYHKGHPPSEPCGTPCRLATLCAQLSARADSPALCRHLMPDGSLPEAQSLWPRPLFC
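Human placenta-derived ASM preincubated with compound 10 min at room temperature, then reacted with 9 uM (final) fluorogenic HMU-PC substrate for 60 min at 37 C. Stop solution raises pH to 10; fluorescence read at Ex 386/Em 447 nm.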
Active calls of the source: *; [ ] = remark or other dose. Unless noted, calls follow the shape of the dose curve; as a rule, active = well fitted curve in the direction sought with a large enough effect; inconclusive = small, poorly fitted or top-dose-only effect, or another doubt; inactive = no such curve, though single readings can be large; an effect the other way counts as inactive or inconclusive. Only part of the results is shown; rates above refer to the full screens.

Screening C/C(CC(=O)Nc1cccc(C(F)(F)F)c1)=N\NC(=O)C1CCCCC1 returned TSHR antagonist -7, Eya2 inh -11%, Mito fusion yeast 5%, Chronic BCR inh inconclusive, USP2a inh -2%, GALK inhibitor -2%, PKM2 act -23%, hERG WT inh -14, MBNL1-CUG inh 9%, Menin MLL FP TR 12% and S-ASM inh -1%.
`O=C(NCC1COc2ccccc2O1)c1cc2ccccc2o1` (stereo not drawn) gave TSHR antagonist -5, Eya2 inh -3%, Mito fusion yeast -2%, Chronic BCR inh inconclusive, USP2a inh 1%, GALK inhibitor -5%, PKM2 act 17%, hERG WT inh -6, MBNL1-CUG inh -7%, Menin MLL FP TR 8% and S-ASM inh -1%.
`O=C(Nc1cccnc1Cl)c1cccc(S(=O)(=O)N2CCOCC2)c1` gave TSHR antagonist 5, Eya2 inh 7%, Mito fusion yeast -1%, Chronic BCR inh -4%, USP2a inh 1%, GALK inhibitor 4%, PKM2 act -1%, hERG WT inh 2, MBNL1-CUG inh -6%, Menin MLL FP TR -3% and S-ASM inh -2%.
COc1ccc(/C=C/C(=O)C2(O)CCCCC2)cc1OC was read as TSHR antagonist 7, Eya2 inh -2%, Mito fusion yeast -3%, Chronic BCR inh 2%, USP2a inh 4%, GALK inhibitor -1%, PKM2 act -1%, hERG WT inh -1, MBNL1-CUG inh -12%, Menin MLL FP TR 3% and S-ASM inh 6%.
`Cc1ccc(C(C)C)c(OCCN(C)C)c1` gave TSHR antagonist 28, Eya2 inh -1%, Mito fusion yeast -4%, Chronic BCR inh 7%, USP2a inh -6%, GALK inhibitor -2%, PKM2 act -19%, hERG WT inh 5, MBNL1-CUG inh -7%, Menin MLL FP TR 7% and S-ASM inh 1%.
`COc1ccccc1N1CN(Cc2ccccc2)CNC1=S` gave TSHR antagonist 8, Eya2 inh 13%, Mito fusion yeast 1%, Chronic BCR inh inconclusive, USP2a inh 3%, GALK inhibitor 1%, PKM2 act 0%, hERG WT inh 1 and S-ASM inh 5%.
`CCN(CC(=O)Nc1ccccc1C(F)(F)F)CC(=O)NC1CC1` gave TSHR antagonist 7, Eya2 inh -13%, Mito fusion yeast 8%, Chronic BCR inh 1%, USP2a inh -7%, hERG WT inh 2 and S-ASM inh -1%.
COc1ccc(NC(=O)c2ccc(=O)[nH]c2)cc1S(=O)(=O)N1CCOCC1 was read as TSHR antagonist 13, Eya2 inh -12%, Mito fusion yeast -1%, Chronic BCR inh 0%, USP2a inh 2%, hERG WT inh 3 and S-ASM inh -1%.
Cc1ccccc1C1=NC(C(F)(F)F)(C(F)(F)F)c2c(n(-c3ccc(F)cc3)c(=O)[nH]c2=O)N1 was read as TSHR antagonist 6, Eya2 inh 0%, Mito fusion yeast -5%, Chronic BCR inh -1%, USP2a inh -1%, GALK inhibitor 1%, PKM2 act -2%, hERG WT inh 2, MBNL1-CUG inh 22%, Menin MLL FP TR -6% and S-ASM inh 8%.
CN(C1CCCC1)C1CCN(C(=O)CNC(=O)/C=C/c2cccc(C(F)(F)F)c2)CC1 was read as TSHR antagonist 29, Eya2 inh -8%, Mito fusion yeast -1%, Chronic BCR inh inconclusive, USP2a inh 2%, GALK inhibitor 1%, PKM2 act -4%, hERG WT inh 38, MBNL1-CUG inh 3%, Menin MLL FP TR -2% and S-ASM inh -2%.
`COc1ccc(C(=O)COC(=O)C(CC(C)C)N2C(=O)c3ccccc3C2=O)cc1` (stereo not drawn) gave TSHR antagonist 0, Eya2 inh -18%, Mito fusion yeast 25%, Chronic BCR inh -8%, USP2a inh -7%, GALK inhibitor 1%, PKM2 act -4%, hERG WT inh -10, MBNL1-CUG inh 2%, Menin MLL FP TR -3% and S-ASM inh -4%.
For COc1ccc(NS(=O)(=O)c2cccc(C(=O)NCCCN3CCCC3=O)c2)cc1 the results were TSHR antagonist 1, Eya2 inh 24%, Mito fusion yeast -7%, Chronic BCR inh -5%, USP2a inh 2%, hERG WT inh -10 and S-ASM inh 4%.
For COc1ccc(OC)c(S(=O)(=O)Nc2ccccc2C(F)(F)F)c1 the results were TSHR antagonist -9, Eya2 inh -7%, Mito fusion yeast 10%, Chronic BCR inh inconclusive, USP2a inh -1%, GALK inhibitor 0%, PKM2 act 5%, hERG WT inh 1, MBNL1-CUG inh inconclusive, Menin MLL FP TR 2% and S-ASM inh 1%.
CCN1CCCC1CNC(=O)c1cc2c(=O)n(C)c3ccccc3c2n1C (stereo not drawn) was read as TSHR antagonist 8, Eya2 inh 12%, Mito fusion yeast -5%, Chronic BCR inh inconclusive, USP2a inh 0%, GALK inhibitor -2%, PKM2 act 2%, hERG WT inh 0, MBNL1-CUG inh -12%, Menin MLL FP TR -10% and S-ASM inh 17%.
COC(=O)c1ccccc1S(=O)(=O)N1CCC(C(=O)OCC(=O)NC2CCCCC2C)CC1 (stereo not drawn) was read as TSHR antagonist -11, Eya2 inh 10%, Mito fusion yeast 3%, Chronic BCR inh 1%, USP2a inh 2%, hERG WT inh -5 and S-ASM inh -1%.
For CCCCn1c(N)c(N(CCOC)C(=O)COC(=O)c2cc(CCC)c(C)s2)c(=O)[nH]c1=O the results were TSHR antagonist 0, Eya2 inh -14%, Mito fusion yeast 3%, Chronic BCR inh 3%, USP2a inh 3%, hERG WT inh 6 and S-ASM inh 3%.
For C=CCNC(=O)CSc1ccc(Cl)cc1 the results were TSHR antagonist -3, Eya2 inh 4%, Mito fusion yeast -2%, Chronic BCR inh 17%, USP2a inh 0%, GALK inhibitor -1%, PKM2 act -2%, hERG WT inh 4, MBNL1-CUG inh -2%, Menin MLL FP TR -18% and S-ASM inh -2%.
`Cc1nn2c(NCCCn3ccnc3)cc(C(C)C)nc2c1-c1ccccc1` gave TSHR antagonist -1, Eya2 inh -7%, Mito fusion yeast 3%, Chronic BCR inh inconclusive, USP2a inh -3%, GALK inhibitor 2%, PKM2 act -13%, hERG WT inh 8, MBNL1-CUG inh -2% and S-ASM inh 5%.
`COc1ccc(C2=[N+](C)CCn3cccc32)c(OC)c1` gave TSHR antagonist 15, Eya2 inh -3%, Mito fusion yeast 4%, Chronic BCR inh -5%, USP2a inh 2%, PKM2 act 3%, hERG WT inh -2, MBNL1-CUG inh -10%[11.5 µM], Menin MLL FP TR 1% and S-ASM inh 0%.
COc1ccc2c(c1)C(c1cccs1)=NNC(c1ccncc1)=N2 was read as TSHR antagonist -1, Eya2 inh 2%, Mito fusion yeast 4%, Chronic BCR inh inconclusive, USP2a inh 2%, GALK inhibitor 2%, PKM2 act 26%, hERG WT inh -5, MBNL1-CUG inh inconclusive, Menin MLL FP TR 2% and S-ASM inh 2%.
For c1cc2c(cc1C1CCCCC1)c1c3n2CCCNC3CCC1 (stereo not drawn) the results were TSHR antagonist 7, Eya2 inh -28%, Mito fusion yeast -22%, Chronic BCR inh inconclusive, USP2a inh -6%, GALK inhibitor 0%, PKM2 act 2%, hERG WT inh 16, MBNL1-CUG inh -3%, Menin MLL FP TR inconclusive and S-ASM inh -27%.
`CC(C)NC(=O)N(C)C[C@@H]1Oc2ccc(NC(=O)CCN3CCOCC3)cc2CC(=O)N([C@@H](C)CO)C[C@@H]1C` gave TSHR antagonist 2, Eya2 inh -5%, Chronic BCR inh inconclusive, USP2a inh 6%, hERG WT inh 44 and S-ASM inh 0%.
For O=c1c2c3nc4ccccc4nc3n(/N=C/c3ccncc3)c2ncn1-c1ccccc1 the results were TSHR antagonist 1, Eya2 inh 7%, Mito fusion yeast 3%, Chronic BCR inh inconclusive, USP2a inh 3%, GALK inhibitor -1%, PKM2 act -2%, hERG WT inh -6, MBNL1-CUG inh 23% and S-ASM inh 2%.
For CC(C)C1N=C2c3ccccc3N=C(SCc3cc(=O)n4cc(Cl)ccc4n3)N2C1=O (stereo not drawn) the results were TSHR antagonist 1, Eya2 inh 21%, Mito fusion yeast 3%, Chronic BCR inh -2%, USP2a inh 4%, GALK inhibitor -1%, PKM2 act 15%, hERG WT inh 14, MBNL1-CUG inh inconclusive, Menin MLL FP TR 1% and S-ASM inh 62%[activator].
